# PKA-R2B activ: activates the human PKA-R2B holoenzyme complex; P22694+P31323; PKA-R2B holoenzyme dissociation, Cy5-IP20 fluorescence polarization; R2B truncated from residue 108, S112A mutant; 0% DMSO only, 100% 113 µM cGMP; activation, % at 11.4 µM; 340,000 tested, 0.079% active;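 active means activation above a cutoff set at the mean over all compounds plus 3 SD, cut at about 18% in these data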;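 further: higher means more holoenzyme dissociation and a rise in polarization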
# Target sequence (P31323 whole entry, looked up, other chains not shown, the tested form may be a part): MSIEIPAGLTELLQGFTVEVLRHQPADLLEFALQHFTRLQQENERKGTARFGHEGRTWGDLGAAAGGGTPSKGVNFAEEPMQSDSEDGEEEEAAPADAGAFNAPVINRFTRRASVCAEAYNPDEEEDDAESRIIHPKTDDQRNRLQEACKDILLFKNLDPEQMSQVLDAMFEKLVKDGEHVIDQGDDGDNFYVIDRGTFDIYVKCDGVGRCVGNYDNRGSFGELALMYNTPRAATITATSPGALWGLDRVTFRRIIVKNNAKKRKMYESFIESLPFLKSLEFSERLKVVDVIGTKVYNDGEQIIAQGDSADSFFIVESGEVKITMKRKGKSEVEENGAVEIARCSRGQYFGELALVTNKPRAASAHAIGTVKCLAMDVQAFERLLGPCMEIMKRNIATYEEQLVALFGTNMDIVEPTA
# phage Ecoli inh: E. coli growth loss with phage present; growth absorbance; inhibition, % at 11.9 µM; 360,000 tested, 0.26% active; AID 651602; in the data active means inhibition above about 11%
# PfHsp90 yeast 2: inhibits growth of yeast expressing Plasmodium falciparum Hsp90. inhibition, % at 9.4 µM. AID 504621. 310,000 tested, 0.32% active. S. cerevisiae expressing PfHsp90, BacTiter-Glo ATP, 48 h; yeast lacking PDR1 and PDR3 efflux regulators;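 active means every replicate shows inhibition above about 80%, whatever the replicate mean, limit read from the data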;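 further: 0% = DMSO neutral controls and 100% = 20 µM radicicol positive controls; yeast relying on Plasmodium falciparum Hsp90 in place of its own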
# MOR-DOR inv ag: mu-delta opioid heterodimer inverse agonism. cell-based MOR-DOR heterodimer luminescence. inhibition, % at 9.3 µM. 340,000 tested, 0.21% active. AID 504357; in the data active means inhibition above about 22%, passing the limit was not always enough;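 further: 0% = cells with DMSO and 100% = wells without cells with DMSO; values of inactives mirror those of a sister screen read the other way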
# Tat export inh: E. coli Tat transport inhibition; E. coli MC4100 TorA-mCherry Tat export, fluorescence; inhibition, % at 10 µM; 340,000 tested, 0.036% active; AID 488895;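 active means mean replicate inhibition at least 50% and at least half of replicates individually reaching 50%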;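 further: exported cargo escapes ClpAP degradation while cytoplasmic cargo is degraded and loses fluorescence; 0% = median of neutral control wells and 100% = median of NaSCN control wells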
# Mot1-301 SUMO: SUMOylation pathway inhibition by Mot1-301 growth rescue. AID 2716. growth rescue, % at 18.8 µM. 320,000 tested, 1% active. S. cerevisiae Mot1-301 growth rescue, ATP luminescence, 38.5C; percent above DMSO median, 100 means doubled;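 active means every valid replicate shows activation above 250% relative to neutral control wells; inactive means the rest, any valid replicate at or below 250%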;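 further: OY570 slx delta 5 strain wells were the positive control but not used for scaling; some compounds called inactive have numbers as strong as hits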
# AddAB inh: less growth of phage-infected E. coli with AddAB | inhibition, % at 11.9 µM | 330,000 tested, 0.29% active | E. coli expressing H. pylori AddAB, absorbance growth; in the data active means inhibition above about 12%;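 further: 0% = vehicle wells of infected cells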
# PKA-R1A activ: PKA-R1A complex activation; P00514+P68181; PKA-R1A dissociation, Cy5-IP20 fluorescence polarization; scaled: DMSO 0%, 113 µM cGMP 100%; activation, % at 11.4 µM; 340,000 tested, 0.083% active;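 active means percent activation above the mean of all tested compounds plus 3 SD, cut at about 19% in these data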;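 further: higher means more PKAc released from R1A so a rise in polarization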
# Ecoli viability: bacterial growth inhibition, counter-screen for AddAB inhibitors; E. coli V3065 growth, OD600 absorbance, 18 h; inhibition, % at 11.9 µM; 330,000 tested, 0.27% active; AID 449728;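 active means inhibition above the campaign's mean inhibition across all tested compounds plus 3 SD, cut at about 9.9% in these data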;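 further: uninfected addAB+ strain grown without phage in ampicillin broth; 0% = DMSO wells and 100% = ciprofloxacin 0.95 µg/ml wells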
# MOR-DOR ag: OPRM1-OPRD1 heterodimerization agonism; activation, % at 9.3 µM; cells, luminescence; 340,000 tested, 0.3% active; AID 504326; P35372+P41143; in the data active means activation above about 18%;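 further: 0% = vehicle-treated cells and 100% = reference agonist; values of inactives mirror those of a sister screen read the other way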
# HTR5A inv ag: counter-screen for OPRM1-OPRD1 inverse agonists: human HTR5A inverse agonism; P47898; HTR5A cell line, luminescence; inhibition, % at 9.3 µM; 340,000 tested, 0.083% active; AID 504634; in the data active means inhibition mostly above about 23%, no sharp cut-off; inactive means mostly below about 18%;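 further: 0% = cells with DMSO and 100% = no-cell wells with DMSO; some compounds called inactive have numbers as strong as hits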
# Target sequence (P47898 whole entry, looked up): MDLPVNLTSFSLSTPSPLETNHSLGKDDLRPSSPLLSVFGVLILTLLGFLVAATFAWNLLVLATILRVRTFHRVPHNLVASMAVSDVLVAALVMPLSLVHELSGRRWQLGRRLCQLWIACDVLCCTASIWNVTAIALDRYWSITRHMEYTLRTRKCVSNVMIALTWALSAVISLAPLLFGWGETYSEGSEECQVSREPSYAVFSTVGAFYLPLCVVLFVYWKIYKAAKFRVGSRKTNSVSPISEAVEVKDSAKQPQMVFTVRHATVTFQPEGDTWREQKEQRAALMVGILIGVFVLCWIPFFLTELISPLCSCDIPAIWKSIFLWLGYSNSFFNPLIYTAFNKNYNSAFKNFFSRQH
# Active calls of the source: *; · = no result given.
SMILES,PKA-R2B activ,phage Ecoli inh,PfHsp90 yeast 2,MOR-DOR inv ag,Tat export inh,Mot1-301 SUMO,AddAB inh,PKA-R1A activ,Ecoli viability,MOR-DOR ag,HTR5A inv ag
Cc1cccc(-n2[nH]c3c4c(ccc3c2=O)C(=O)c2ccccc2C4=O)c1,8,3.4,2,-16,-4,-10,3.5,3,1.0,2.7,-12
Cc1nn(C)c(C)c1S(=O)(=O)N(CC(=O)Nc1nccs1)c1ccc(C(C)C)cc1,10,3.1,6,12,-10,·,-0.7,2,-4.0,-2.2,-14
CC1CC(C)CN(S(=O)(=O)c2ccc(NC(=O)c3ccc(=O)[nH]c3)cc2)C1 (stereo unspecified),3,0.1,-12,6,1,-3,0.8,-1,-1.8,-1.5,-7
CCOc1cc2[nH]c(=O)n(CC3CCC(C(=O)NCCCOC)CC3)c(=O)c2cc1OCC (stereo unspecified),-5,1.7,-16,-5,-2,89,-1.7,-11,-2.3,0.9,-7
O=C(c1cnccn1)N(c1ccccc1)C1(C(=O)NC2CCCC2)CCCCC1,-4,2.2,19,11,-1,-9,3.9,2,-0.6,-2.0,-11
COc1cccc(CNC(=O)Cc2ccc(Br)cc2)c1,9,2.8,-6,0,-3,2,1.0,4,1.4,0.0,-2
COCCNC(=O)c1cccc(OC2CCN(Cc3ccccc3C)CC2)c1,6,1.9,-3,1,-2,-5,0.9,11,2.7,-0.3,-4
Cc1cccc(Cn2c(=O)c3c(nc4n3CCN4Cc3ccco3)n(C)c2=O)c1,-9,1.4,·,·,2,-20,2.3,4,-0.7,·,·
CCN(CC(=O)Nc1ccc2c(c1)OCCO2)C(=O)/C=C/c1ccc(F)cc1,-4,3.3,-6,2,3,47,-0.5,-3,-1.3,-0.4,-25
COCCNC(=O)c1ccc(N2CCC3(CC2)OCCO3)c([N+](=O)[O-])c1,-3,2.4,-3,4,-3,-14,1.2,-6,-0.8,-0.7,-19
Cc1cc(S(=O)(=O)N2CCCCC2)c(C)s1,7,3.1,2,14,-6,26,2.0,-5,2.5,-2.8,12
CCc1nc(SCCO)c2oc3ccccc3c2n1,8,1.2,5,14,3,14,2.2,-5,-0.8,-3.5,14
O=C(Cc1cccc(NC(=O)C2CCCN(C(=O)C3CCC3)C2)c1)Nc1cccc(C(=O)N2CCCCC2)c1 (stereo unspecified),6,2.1,3,0,-8,·,·,-2,·,-0.1,10
Cc1c(C(=O)N2CCN(c3ccc(F)cc3)CC2)sc2nc(-c3ccccc3)cn12,0,3.4,23,7,-9,21,0.2,0,1.0,-1.4,-7
O=C(c1ccc(F)cc1)C1CCN(C(=S)Nc2ccccc2)CC1,1,-0.2,-8,3,4,5,0.6,-3,0.5,-0.5,22
Cc1cc(C)cc(NC(=O)c2ccccc2NC(=O)CCC(=O)O)c1,-1,1.8,-4,8,-11,-14,1.3,9,-0.3,-1.6,-18
Cc1ccc(S(=O)(=O)c2nc(-c3cccs3)oc2NCc2cccnc2)cc1,-4,3.7,17,15,0,-8,1.9,5,1.9,-2.9,-12
Cc1ccccc1NC(=O)c1ccc(S(=O)(=O)N(C)C)cc1,0,5.4,22,1,2,-6,0.2,-1,1.0,-0.2,17
Cc1ccc(NC(=O)c2ccc([N+](=O)[O-])o2)c(C)c1,-3,6.2,-9,-37,-4,-11,4.7,-4,4.5,7.5,20
O=C(Cn1nnc(-c2cccc(C(F)(F)F)c2)n1)NNS(=O)(=O)c1cccc(C(F)(F)F)c1,-11,-2.8,6,-6,-6,-5,2.6,3,0.1,1.1,10
Cc1sc2ncnc(Sc3ccccc3C(=O)Nc3ccccc3Cl)c2c1C,-8,2.8,39,3,-1,-18,1.2,-6,0.4,-0.4,9
Cc1onc(-c2c(Cl)cccc2Cl)c1C(=O)Nc1ccc(Cl)cn1,7,0.7,-3,-42,2,-4,7.9,-9,1.5,8.7,2
COCCn1c(SCC(=O)Nc2cccc(OC)c2)nnc1-c1ccc(Cl)cc1,-11,-0.3,4,7,2,12,0.5,-2,1.6,-1.2,-10
COc1ccc(C(=O)NCC(=O)N/N=C/c2c(C)[nH]c3ccccc23)cc1,-1,-0.7,-23,10,2,-11,3.9,16,-2.9,-1.9,15
CCCCNC(=O)O[C@H]1C[C@@H]2CCN3C(=O)CCC[C@H]([C@H]1CC)[C@H]23,-8,2.9,-4,11,-10,-11,15*,-7,2.3,-2.0,-21
C=CCc1ccc(O)c(-c2cc(CC=C)ccc2O)c1,-9,3.1,-81,-60,5,25,3.0,-15,-0.7,12,12
COc1cc(CNCCc2c[nH]c3ccccc23)ccc1OCc1ccccc1F,-14,-0.2,-16,6,1,0,3.5,-15,3.2,-1.0,2
Cc1cc(OCC(=O)NCCO)cc(C)c1Cl,0,-5.2,3,1,-5,4,-0.3,0,-2.2,-0.2,-31
Cn1c2ccccc2c2nnc(SCC(=O)NCc3ccoc3)nc21,4,2.3,-15,8,-11,183,1.1,3,-0.7,-1.7,9
CCOc1ccccc1NC(=O)CC1NCCNC1=O (stereo unspecified),-4,2.3,10,10,-6,46,-0.5,-7,-3.2,-1.9,-1
O=C(Cn1cnc2ccccc2c1=O)N1CCN(Cc2ccccc2)CC1,6,1.4,·,9,0,0,1.3,-3,0.6,-1.5,-1
CCOc1ccc(Cl)cc1/C=C1/C(=O)ON=C1C,-6,2.7,9,6,-8,-31,2.0,-6,0.2,-1.3,-5
Cc1ccc(S(=O)(=O)N2CCN(c3ccccc3)CC2)cc1C(N)=O,5,4.4,-5,15,-1,4,0.3,0,2.3,-3.1,1
C=CCn1c(SCC(=O)NC2CCCC2)nc2sc(C)cc2c1=O,13,0.1,2,22,-7,-7,1.6,1,0.6,-4.5,13
Cc1cc(C(F)(F)F)nn1CC(=O)NCc1ccco1,0,2.7,-20,7,-3,-10,0.0,-8,-0.1,-1.1,-8
Cn1nnnc1SC1CC(=O)N(c2ccccc2)C1=O (stereo unspecified),-1,1.5,8,8,-9,7,-0.3,1,0.8,-1.7,-2
c1ccc2c(c1)nc1n2CCN1CCNC1CCCCC1,5,1.9,-15,·,2,-8,1.6,-5,-2.1,·,·
CCOC(=O)CCSc1nc(C)c2cc(OC)ccc2n1,-2,0.3,16,6,4,8,-1.7,-5,-0.4,-1.1,-2
O=C(NCc1ccc(F)cc1)C1CCN(S(=O)(=O)c2ccc(Cl)cc2)CC1,-12,1.4,7,-1,7,-14,3.6,-1,1.1,0.2,2
O=C(NC(=O)c1cc([N+](=O)[O-])ccc1Cl)C1=C(N2CCCC2)COC1=O,-19,1.4,-2,-9,1,-6,1.4,-5,-0.3,1.6,-3

# 3 of the compounds above, field by field:
> C=CCn1c(SCC(=O)NC2CCCC2)nc2sc(C)cc2c1=O
  PKA-R2B activ: 13
  phage Ecoli inh: 0.1
  PfHsp90 yeast 2: 2
  MOR-DOR inv ag: 22
  Tat export inh: -7
  Mot1-301 SUMO: -7
  AddAB inh: 1.6
  PKA-R1A activ: 1
  Ecoli viability: 0.6
  MOR-DOR ag: -4.5
  HTR5A inv ag: 13

> Cc1cc(C(F)(F)F)nn1CC(=O)NCc1ccco1
  PKA-R2B activ: 0
  phage Ecoli inh: 2.7
  PfHsp90 yeast 2: -20
  MOR-DOR inv ag: 7
  Tat export inh: -3
  Mot1-301 SUMO: -10
  AddAB inh: 0.0
  PKA-R1A activ: -8
  Ecoli viability: -0.1
  MOR-DOR ag: -1.1
  HTR5A inv ag: -8

> Cn1nnnc1SC1CC(=O)N(c2ccccc2)C1=O (stereo unspecified)
  PKA-R2B activ: -1
  phage Ecoli inh: 1.5
  PfHsp90 yeast 2: 8
  MOR-DOR inv ag: 8
  Tat export inh: -9
  Mot1-301 SUMO: 7
  AddAB inh: -0.3
  PKA-R1A activ: 1
  Ecoli viability: 0.8
  MOR-DOR ag: -1.7
  HTR5A inv ag: -2

# More structures follow.
SMILES,PKA-R2B activ,phage Ecoli inh,PfHsp90 yeast 2,MOR-DOR inv ag,Tat export inh,Mot1-301 SUMO,AddAB inh,PKA-R1A activ,Ecoli viability,MOR-DOR ag,HTR5A inv ag
CCOc1cc(CNCCSc2nnnn2C)cc(Br)c1OCc1ccc(F)cc1,-13,5.0,-48,-47,6,9,-2.2,6,-3.1,7.8,12
CCn1c(SCC(=O)NC2(C#N)CCCCC2)nc2ccccc2c1=O,9,1.2,23,5,0,-5,0.8,-5,0.2,-0.8,6
COc1cccc(NC(=O)COC(=O)c2c3c(nc4ccccc24)CCC(C)C3)c1 (stereo unspecified),-1,3.7,30,-16,7,-31,-2.1,-7,-2.2,3.0,-3
Cc1cc2c(cc1S(=O)(=O)CCC(=O)NC1CCCCC1C)OCC(=O)N2 (stereo unspecified),-18,0.3,-11,22,0,-10,3.0,-9,-1.3,-4.1,-35
N#CC1(NC(=O)COC(=O)c2ccccc2SCC(=O)N2CCCC2)CCCCC1,5,3.4,4,12,5,4,0.1,1,1.9,-2.3,-2
Cc1cccc(N(Cc2ccccc2)C(=O)Cc2ccc(S(=O)(=O)N3CCOCC3)s2)c1,-2,-2.1,·,10,9,-12,-0.7,8,-1.1,-2.0,-1
Cc1nc(Nc2ccc(Cl)c(Cl)c2)sc1C(=O)Nc1ccccc1,-15,3.2,-33,-34,7,-73,3.7,-25,-1.1,4.7,-10
COc1cc(C2c3cc4c(cc3OC(N3CCCC3)C2C)OCO4)cc(OC)c1O (stereo unspecified),-4,1.6,13,-6,5,·,·,6,·,1.4,-2
COc1cc2c(cc1NC(=O)c1cccc([N+](=O)[O-])c1C)oc1ccccc12,-1,·,8,9,-2,28,1.2,-6,0.6,-1.8,2
O=c1[nH]c(CSc2nnnn2-c2ccc(Cl)cc2)nc2ccccc12,-2,3.2,-4,13,-9,-3,2.4,-7,1.1,-2.6,8
COc1ccc(-n2nnc3c(=O)n(CC(=O)N4CCCc5ccccc54)cnc32)cc1,-5,-0.1,4,7,3,-4,1.8,-12,0.9,-1.4,-24
Cc1cccc(Nc2ncnc3nc[nH]c23)c1,-18,-2.4,5,15,-2,-10,2.6,-14,0.7,-3.0,-9
CCCN1Cc2cccc(C(=O)N3CCN(c4ccccc4)CC3)c2C1=O,1,3.3,·,17,3,·,-0.5,0,0.4,-3.1,-2
CCC(=O)Nc1ccc(C(=O)NNC(=O)c2cc([N+](=O)[O-])cc([N+](=O)[O-])c2)cc1,8,1.9,-15,-16,-5,0,0.9,2,1.3,2.9,9
CC(=O)c1cccc(NC(=O)c2ccc3c(c2)CCCC3)c1,10,3.6,-5,6,1,-22,6.4,-1,2.5,-1.3,-2
COc1ccc(Cl)cc1NC(=O)C1CCN(S(C)(=O)=O)CC1,7,1.1,2,13,-4,13,-3.5,10,-1.1,-2.6,-10

# Bioassay records from PubChem BioAssay.
